USP7 block: inhibitors of human USP7 deubiquitinase; purified USP7, Ub-rhodamine cleavage fluorescence; inhibition, % at 20 µM; 47,000 compounds, 0.3% hits
USP8 inh: inhibitors of human USP8 deubiquitinase. purified USP8, Ub-rhodamine cleavage fluorescence, 30 min. Ubiquitin carboxyl-terminal hydrolase 8 (Homo sapiens), P40818. 47,000 compounds, 4.2% hits. inhibition, % at 20 µM
Target sequence (P40818 whole entry, looked up): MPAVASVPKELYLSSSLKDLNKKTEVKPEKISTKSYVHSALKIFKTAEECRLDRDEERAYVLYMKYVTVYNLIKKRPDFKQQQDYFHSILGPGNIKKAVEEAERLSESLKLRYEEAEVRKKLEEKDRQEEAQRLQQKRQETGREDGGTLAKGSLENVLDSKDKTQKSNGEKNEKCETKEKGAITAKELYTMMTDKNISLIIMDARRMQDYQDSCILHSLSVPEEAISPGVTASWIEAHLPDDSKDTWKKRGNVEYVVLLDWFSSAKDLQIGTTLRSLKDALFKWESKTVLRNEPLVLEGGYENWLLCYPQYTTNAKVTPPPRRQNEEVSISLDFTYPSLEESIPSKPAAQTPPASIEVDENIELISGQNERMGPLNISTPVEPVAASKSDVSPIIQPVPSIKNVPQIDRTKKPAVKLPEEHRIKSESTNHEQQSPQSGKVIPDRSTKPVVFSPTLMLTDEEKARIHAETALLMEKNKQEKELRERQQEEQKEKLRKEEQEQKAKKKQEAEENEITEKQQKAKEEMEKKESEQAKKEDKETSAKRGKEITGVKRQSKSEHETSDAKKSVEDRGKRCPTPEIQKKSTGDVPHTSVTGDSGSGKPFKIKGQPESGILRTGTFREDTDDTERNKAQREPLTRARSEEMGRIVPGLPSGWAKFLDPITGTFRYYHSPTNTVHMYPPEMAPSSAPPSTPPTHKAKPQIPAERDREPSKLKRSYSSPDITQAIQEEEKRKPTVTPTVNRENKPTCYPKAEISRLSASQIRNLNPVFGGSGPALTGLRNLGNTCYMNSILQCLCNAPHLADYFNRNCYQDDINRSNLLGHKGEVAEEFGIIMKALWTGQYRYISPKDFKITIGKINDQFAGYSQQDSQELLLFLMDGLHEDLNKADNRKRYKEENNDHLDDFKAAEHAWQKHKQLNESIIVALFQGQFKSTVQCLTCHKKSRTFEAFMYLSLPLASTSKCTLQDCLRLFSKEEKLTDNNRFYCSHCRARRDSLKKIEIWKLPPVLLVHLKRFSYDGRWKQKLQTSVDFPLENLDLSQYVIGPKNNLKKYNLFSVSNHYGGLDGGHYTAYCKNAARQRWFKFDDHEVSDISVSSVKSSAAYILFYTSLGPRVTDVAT
OTUD3 inh: inhibitors of human OTUD3 deubiquitinase; purified OTUD3, Ub-rhodamine fluorescence, 2 h; inhibition, % at 25 µM; 47,000 compounds, 0.7% hits
USP28 block: inhibitors of human USP28 deubiquitinase; Ubiquitin carboxyl-terminal hydrolase 28 (Homo sapiens), Q96RU2; 47,000 compounds, 3% hits; purified USP28, Ub-rhodamine cleavage fluorescence, 30 min; AID 1645857, 2021; inhibition, % at 25 µM
USP10 inh: inhibitors of human USP10 deubiquitinase; Ubiquitin carboxyl-terminal hydrolase 10 (Homo sapiens), Q14694; purified USP10, Ub-rhodamine fluorescence, 60 min; AID 1645856, 2021; 47,000 compounds, 1.1% hits; inhibition, % at 20 µM
UCHL1 inh: inhibitors of human UCHL1 deubiquitinase. Ubiquitin carboxyl-terminal hydrolase isozyme L1 (Homo sapiens), P09936. purified UCHL1, Ub-rhodamine cleavage fluorescence. inhibition, % at 20 µM. 47,000 compounds, 0.2% hits. AID 1645859, 2021
USP30 inh: inhibitors of human USP30 deubiquitinase; purified USP30, Ub-rhodamine cleavage fluorescence; inhibition, % at 25 µM; 47,000 compounds, 5.3% hits; AID 1645860, 2021
USP17 block: inhibitors of human USP17 deubiquitinase. Ubiquitin carboxyl-terminal hydrolase 17-like protein 5 (Homo sapiens), A8MUK1. purified USP17, Ub-rhodamine cleavage fluorescence, 3 h. inhibition, % at 50 µM. 47,000 compounds, 6.5% hits
An asterisk follows results filed as active; i = inactive; . = not tested or not shown. Rule as the data show it: active = inhibition above about 30%; inactive = the rest.

SMILES	USP7 block	USP8 inh	OTUD3 inh	USP28 block	USP10 inh	UCHL1 inh	USP30 inh	USP17 block
O=C(Cn1c(=O)n(Cc2ccncc2)c(=O)c2ncccc21)N1CCCc2ccccc21	-7	-5	-2	.	-4	-4	.	-19
COc1ccccc1NC1c2ccccc2C(=O)N1c1ccccn1 (stereo not given)	-5	0	-6	-3	-2	-2	-16	-3
O=C(OCC(=O)N1CCCCCC1)c1c2c(nc3ccccc13)CCCC2	-6	-22	-25	-30	-6	-6	-97	-40
Cc1cc(C)c(NC(=O)COC(=O)CCCc2c[nH]c3ccccc23)c(C)c1	0	-198	-5	2	0	1	-17	-21
O=C(Cc1ccc(F)cc1)N1CCN(c2nc3ccccc3s2)CC1	-4	10	1	3	-2	3	18	0
COc1ccccc1OCC(=O)NCc1ccc(-c2ncncc2-c2cc(C)no2)cc1	-2	-10	0	-1	-3	-1	1	0
O=C(CCCn1c(=O)[nH]c2cc(Cl)ccc2c1=O)NC1CCN(Cc2ccccc2)CC1	-5	3	8	-2	0	2	1	2
CS(=O)(=O)c1ccc(NC(=O)c2ccc(CSc3ccc(Cl)cc3)cc2)cc1	7	12	1	5	2	2	-31	-2
CCc1ccc(S(=O)(=O)c2cnc3ccccc3c2N2CCC(C(N)=O)CC2)cc1	-3	0	-2	-4	-4	0	-21	0
c1ccc2c(c1)OCC(c1nc(-c3ccc(-n4ccnc4)nc3)no1)O2 (stereo not given)	-39	3	-5	0	0	1	-4	15
COCCN1C(=O)c2ccccc2C(C(=O)Nc2cc(C)ccn2)C1c1cccs1 (stereo not given)	7	16	7	7	1	7	33*	9
COc1ccc(-c2nc(Cn3cnc(S(=O)(=O)N4CCCCC4)c3)no2)cc1	7	15	-14	-6	-2	3	-55	-20
CCN(CC)c1ccc(NC(=O)C2=CCN(S(=O)(=O)c3ccc(F)cc3)CC2)c(C)c1	4	-11	-3	35*	7	0	14	-4
CCS(=O)(=O)N1CCC(n2c(-c3ccc(OC)cc3)nc3cccnc32)C1 (stereo not given)	-13	-232	-25	-30	-5	-13	-104	-62
CC(C)(C)C(=O)CSc1nnc(C2COc3ccccc3O2)n1-c1ccc2c(c1)OCCO2 (stereo not given)	-7	-8	3	3	3	-1	14	-49

An excerpt of these results, with values ahead of the structure:
USP7 block	USP8 inh	OTUD3 inh	USP28 block	USP10 inh	UCHL1 inh	USP30 inh	USP17 block	SMILES
-6	-22	-25	-30	-6	-6	-97	-40	O=C(OCC(=O)N1CCCCCC1)c1c2c(nc3ccccc13)CCCC2
0	-198	-5	2	0	1	-17	-21	Cc1cc(C)c(NC(=O)COC(=O)CCCc2c[nH]c3ccccc23)c(C)c1
-4	10	1	3	-2	3	18	0	O=C(Cc1ccc(F)cc1)N1CCN(c2nc3ccccc3s2)CC1
-2	-10	0	-1	-3	-1	1	0	COc1ccccc1OCC(=O)NCc1ccc(-c2ncncc2-c2cc(C)no2)cc1
-5	3	8	-2	0	2	1	2	O=C(CCCn1c(=O)[nH]c2cc(Cl)ccc2c1=O)NC1CCN(Cc2ccccc2)CC1
7	12	1	5	2	2	-31	-2	CS(=O)(=O)c1ccc(NC(=O)c2ccc(CSc3ccc(Cl)cc3)cc2)cc1
-3	0	-2	-4	-4	0	-21	0	CCc1ccc(S(=O)(=O)c2cnc3ccccc3c2N2CCC(C(N)=O)CC2)cc1
-39	3	-5	0	0	1	-4	15	c1ccc2c(c1)OCC(c1nc(-c3ccc(-n4ccnc4)nc3)no1)O2 (stereo not given)
7	16	7	7	1	7	33*	9	COCCN1C(=O)c2ccccc2C(C(=O)Nc2cc(C)ccn2)C1c1cccs1 (stereo not given)
7	15	-14	-6	-2	3	-55	-20	COc1ccc(-c2nc(Cn3cnc(S(=O)(=O)N4CCCCC4)c3)no2)cc1

Further compounds
SMILES	USP7 block	USP8 inh	OTUD3 inh	USP28 block	USP10 inh	UCHL1 inh	USP30 inh	USP17 block
Cc1cc(F)ccc1NC(=O)c1cc(S(=O)(=O)N2CCOCC2)cn1C	3	3	6	0	2	3	-6	-1
Cc1nc(-c2ccc(C)c(S(=O)(=O)NCc3ccc(F)cc3)c2)cs1	0	-8	-4	-1	6	0	-25	-21
Cc1ccc2nc(-c3ccccc3)c(CN3CCN(c4ccccc4F)CC3)n2c1	11	11	10	4	4	7	20	10
O=C(NCCN1CCOCC1)c1cn2cc(Cl)ccc2n1	0	0	1	0	-9	1	-11	-15
Cc1ccc(C(=O)N(CN2CCCC2=O)c2ccccc2)cc1	2	-2	5	.	1	0	.	5
CC(=O)Nc1ccc(CN2CCCC(c3nc4ccc(C)cc4c(=O)[nH]3)C2)cc1 (stereo not given)	3	-19	-5	0	2	0	-4	-8
COc1ccccc1/C=C/C(=O)Nc1ccc(Cl)c(S(=O)(=O)Nc2ccccc2OC)c1	5	11	1	7	6	7	9	3
CC(=O)N1C[C@H]2C3(CCN(S(=O)(=O)c4ccccc4)CC3)CC[C@@]2(C(=O)N(C)C)C1	9	0	8	6	-1	3	14	4
O=c1c2cnc(N3CCOCC3)nc2ccn1Cc1ccccn1	2	17	17	9	4	0	24	22
COc1ccc(CN2CCC3(CC2)Nc2ccccc2C2=NCCN23)cc1CO	-2	-37	-18	-27	-8	-11	-69	-29
CSCC[C@H](NS(=O)(=O)c1ccc(C)cc1)C(=O)N1CCC(C(=O)N[C@@H](Cc2c[nH]c3ccccc23)C(=O)O)CC1	2	7	2	0	0	-2	-6	3
Cc1ccc(N(C(=O)CCCC(=O)Nc2ccccn2)C(C(=O)NC2CCCC2)c2ccc(F)cc2)cc1C (stereo not given)	0	15	15	24	5	3	38*	37*
Cc1nc(-c2cc(C)[nH]n2)cc(C2CCN(C(=O)C(C)(C)C)CC2)n1	-1	-5	-115	-7	-4	-1	-1	-14
CCOC(=O)C1CCN(c2c(S(=O)(=O)c3ccc(C)c(C)c3)cnc3ccc(CC)cc23)CC1	0	-6	-72	5	-6	0	i	-6
O=S(=O)(NCc1cccs1)c1ccccc1F	1	5	-9	-1	0	-2	6	2
O=C(NCc1ccc(CN2CCCC2)cc1)c1cc2ccccc2[nH]c1=O	6	8	2	23	0	7	28	65*
CCOc1ccc(-c2nnc(NC(=O)c3ccccc3Br)s2)cc1	8	15	-1	0	8	-1	-19	-17
CCc1cccc(C)c1NC(=O)Cn1c(=O)nc(N(C)c2ccccc2)c2ccccc21	5	9	4	2	2	1	9	0
Cc1ccc(N2CCN(S(=O)(=O)c3cc4n(c3)CCCNC4=O)CC2)cc1	0	-205	-1	3	-4	-2	-9	-32
COc1ccc(-c2cc(C(F)(F)F)n3ncc(C(=O)N4CCOCC4)c3n2)cc1	2	-83	-3	-10	0	-1	8	0
O=C(Cn1c(=O)n(CC2CCCO2)c(=O)c2ccccc21)Nc1c(Cl)cccc1Cl (stereo not given)	-3	-5	-1	-4	0	-1	-3	-12
C=C1CCC[C@]2(C)C[C@H]3OC(=O)C(CNCc4ccc(F)cc4)[C@H]3CC12 (stereo not given in full)	-1	0	12	4	1	7	25	18
CCOC(=O)CC1=NC2(CCCC2)Cc2cc(OC)c(OC)cc21	2	4	9	9	3	6	17	0
COc1cc(C(=O)OCc2ccc(O[C@@H]3O[C@H](CO)[C@@H](O)[C@H](O)[C@H]3O)cc2)ccc1O	-14	4	11	-62	5	0	-5	7
CNC1CCc2cc(OC)c(OC)c(OC)c2-c2ccc(NCc3cccc(OC)c3OC)c(=O)cc21 (stereo not given)	-3	-15	-19	-13	-2	-4	-35	-13
O=C(Nc1ccccc1)/C(=C/c1ccco1)n1nnnc1-c1ccccc1	3	6	-13	-16	-7	0	-69	-7
O=C(Nc1ccc(-n2cnc(C(=O)N3CCCCC3)c2)nc1)C1CC1	3	1	-1	-2	0	0	10	16
Cc1nc(-c2nccn2C)cc(C2CCN(c3ccncn3)CC2)n1	0	-4	-3	-4	-6	-3	-48	-12
Cc1cccc(NC(=O)CSC2=NC3(CCCCC3)Nc3ccccc32)c1	-3	-33	-19	-8	-6	-3	-80	-21
c1ccc(-c2cc(NC3CCCC3)n3nc(-c4cccnc4)nc3n2)cc1	3	4	-2	4	3	7	0	2
CCn1cc(C(=O)NCc2cnc(C3CCCCO3)nc2)c(C)n1 (stereo not given)	1	-6	-6	-14	-1	-1	-5	.
Cc1cccc(NC(=O)Cn2cnc(-c3noc(-c4ccccc4)n3)c2)c1C	24	73*	37*	39*	26	7	44*	18
CC1Cc2ccccc2N1C(=O)Cn1cnc2ccccc2c1=O (stereo not given)	5	-2	-11	13	-1	2	-3	-5
O=C(c1cccc(F)c1)N1CCN(Cc2cc(=O)c3ccccc3[nH]2)CC1	3	0	5	7	2	0	18	3
CNc1nc2c(c(=O)n1Cc1ccccc1)CCN(C(=O)c1cccc(C)c1)C2	-2	-6	-11	-12	0	-4	-3	-7
Cc1nc(Nc2nncs2)cc(C2CCCN2Cc2cnn(C)c2)n1 (stereo not given)	2	4	-9	-1	1	0	-6	-1
Cc1nc(NCc2ccco2)nc2c1COCC21CCN(C(=O)C(C)C)C1 (stereo not given)	-5	0	-2	-13	-5	-4	-54	-17
NC(=O)c1nc(-c2cccc(O)c2)nc2c1[nH]c(=O)n2-c1ccccc1	-7	-11	-58	-112	-3	-8	-426	22
NS(=O)(=O)c1ccc(Cc2ncc(C(F)(F)F)cc2Cl)s1	-7	-78	-13	8	-2	-2	-36	-16
O=C(NCc1cccnc1)[C@H]1CO[C@H]2CCN(C3CCCC3)C[C@H]2C1	6	5	7	-11	1	0	2	-24
O=S(=O)(c1ccc(F)cc1)N1CCCC1c1cncc(-n2ccnc2)n1 (stereo not given)	-3	-102	-16	-19	-7	-5	-34	-28
Cc1ccc(C(=O)N2CCC3(CC2)N=C(c2ccccc2)NO3)cc1	0	-6	-5	-10	1	-4	-18	-12
CC(=O)Nc1ccc(C(=O)NCc2ccc(Cl)cc2)c(N2CCOCC2)c1	-4	5	3	1	-4	0	14	-2
CCOC(=O)C1CCN(c2ncnc3cc(OC)c(OC)cc23)CC1	-1	2	13	17	0	2	25	0
CCOc1ccc(NC(=O)c2sc3ncnc(N(C)c4ccccc4)c3c2C)cc1	7	9	7	21	8	8	0	14
CN1CCN(c2ncc3c(=O)n(CC4CCCO4)ccc3n2)CC1 (stereo not given)	3	-26	-7	-10	0	0	-5	-13
COc1ccc(C2NC3=NCN(CC4CCCO4)CN3c3nc4ccccc4n32)cc1OC (stereo not given)	-2	3	-2	-9	1	0	-1	-11
Cc1ccc(OCC(=O)NCC(c2ccco2)N2CCCC2)cc1 (stereo not given)	-2	-2	11	3	-2	0	2	-4
COc1cc2c(=O)n(CCC(=O)NC3CCCC3)c(=O)n(CC(=O)Nc3cccc(Cl)c3)c2cc1OC	-7	-29	24	18	31*	7	24	42*
Cc1cc(C(=O)COC(=O)c2ccc(N3CCCC3=O)cc2)c(C)n1CC1COc2ccccc2O1 (stereo not given)	-3	-8	-12	-11	-13	-9	-76	-29
Cc1ccccc1CNC(=O)CN1C(=O)C2CCCN2C(=O)c2cccc(C)c21 (stereo not given)	3	11	18	14	0	0	37*	12
Cc1ccc(-n2nc(C)c3c2NC(=O)[C@@H](NC(=O)c2ccccc2)[C@@H]3c2cccc(C)c2)cc1	-1	-1	-7	6	4	4	9	9
COc1cccc(C(=O)Cn2nc3n(CCC(C)C)c(=O)c4sccc4n3c2=O)c1	5	-1	0	1	9	5	6	-13
Cc1cccc(N2CCN(C(=O)Cn3cc(-c4ccccc4)oc3=O)CC2)c1	1	14	-14	-14	-2	-4	-24	-13
COC(=O)c1cc2sccc2n1CC(=O)Nc1ccc(OC)c(OC)c1OC	2	-5	-4	6	-1	0	-56	-3
Cc1cc(C)cc(C(=O)N2CCC[C@@H](Cn3nnc4c(=O)[nH]c(C)nc43)C2)c1	11	-4	-1	-7	0	6	0	8
Cc1cccc(NC(=O)CSc2ccc(-n3cnc(-c4ccccc4)c3)nn2)c1	6	-2	2	13	4	0	61*	20
COc1cnc(CSc2ncccn2)cc1OCC(=O)Nc1cc(C)ccc1C	2	-63	-5	-17	-1	0	55*	-16
Cc1ccc(-c2cc(-c3ccc(F)cc3)[nH]c(=O)c2C#N)cc1	9	9	-2	.	19	1	.	67*
CCc1ccccc1Nc1nc(N)nc(CSc2ccc(F)cc2)n1	-38	-13	-15	-6	-3	3	-30	-21
O=C(NCc1ccn[nH]1)N1CCCCCC1c1ccncc1 (stereo not given)	3	-3	-2	.	1	-2	.	0

An unsorted share of the library; about 13% have a hit in one of these screens.
